CHO-K1 Ca antag = nonselective inhibitor or artifact in parental CHO-K1 cells; ATP-induced calcium, Fluo-8 fluorescence; AID 602250; 360,000 tested, 0.6% active; inhibition, % at 3 µM;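 active = inhibition above a per-plate cutoff, the plate's mean sample inhibition plus 3 SD, cut at about 24% in these data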;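 also: 0% = DMSO plus EC80 ATP and 100% = DMSO alone without ATP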
CHRM4 PAM = human M4 muscarinic receptor positive allosteric modulators, primary screen, CHO-K1 cells, Fluo-8 calcium fluorescence; Muscarinic acetylcholine receptor M4 (Homo sapiens), P08173; CHO-K1 hM4/Gqi5, ACh EC20; 0% = ACh EC20, 100% = maximal ACh; activation, % at 3 µM; 360,000 tested, 0.4% active; AID 624126, 2012;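 active = activation above its plate's cutoff, the mean activation of sample wells plus 3 SD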; also: some results filed as inactive read as strong as hits
Target sequence (P08173 whole entry, looked up): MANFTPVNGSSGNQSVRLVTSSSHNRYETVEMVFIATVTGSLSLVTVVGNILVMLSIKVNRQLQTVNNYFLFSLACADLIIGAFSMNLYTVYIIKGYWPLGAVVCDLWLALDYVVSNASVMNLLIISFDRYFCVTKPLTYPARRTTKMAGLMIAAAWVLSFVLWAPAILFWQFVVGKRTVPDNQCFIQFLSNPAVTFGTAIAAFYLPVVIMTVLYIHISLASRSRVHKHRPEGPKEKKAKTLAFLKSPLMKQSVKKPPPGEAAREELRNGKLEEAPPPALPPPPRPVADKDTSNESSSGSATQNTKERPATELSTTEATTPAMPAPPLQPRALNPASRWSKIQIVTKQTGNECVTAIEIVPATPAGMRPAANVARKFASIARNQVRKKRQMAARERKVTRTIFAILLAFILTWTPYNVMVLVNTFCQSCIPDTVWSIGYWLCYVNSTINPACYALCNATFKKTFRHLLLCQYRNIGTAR
CHO-K1 Ca ag = counter-screen for M1 agonists: effect in parental CHO-K1 cells. Fluo-8 calcium fluorescence; scaled to maximal ATP response, vehicle zero. activation, % at 3 µM. 360,000 tested, 0.48% active. AID 602248, 2012; in the data active = activation above about 15%;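 also: untransfected CHO-K1 host cells lacking M1 receptor as counterscreen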
M5 ag = human M5 muscarinic receptor agonists, primary screen, CHO-K1 cells, Fluo-8 calcium fluorescence; Muscarinic acetylcholine receptor M5 (Homo sapiens), P08912; CHO-K1 hM5 cells; 0% DMSO wells, 100% maximal acetylcholine response; activation, % at 3 µM; 360,000 tested, 0.19% active;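 active = activation above the run's mean over test compounds plus 3 SD, cut at about 23% in these data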;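 also: signal is peak over basal fluorescence ratio across the kinetic read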
Target sequence (P08912 whole entry, looked up): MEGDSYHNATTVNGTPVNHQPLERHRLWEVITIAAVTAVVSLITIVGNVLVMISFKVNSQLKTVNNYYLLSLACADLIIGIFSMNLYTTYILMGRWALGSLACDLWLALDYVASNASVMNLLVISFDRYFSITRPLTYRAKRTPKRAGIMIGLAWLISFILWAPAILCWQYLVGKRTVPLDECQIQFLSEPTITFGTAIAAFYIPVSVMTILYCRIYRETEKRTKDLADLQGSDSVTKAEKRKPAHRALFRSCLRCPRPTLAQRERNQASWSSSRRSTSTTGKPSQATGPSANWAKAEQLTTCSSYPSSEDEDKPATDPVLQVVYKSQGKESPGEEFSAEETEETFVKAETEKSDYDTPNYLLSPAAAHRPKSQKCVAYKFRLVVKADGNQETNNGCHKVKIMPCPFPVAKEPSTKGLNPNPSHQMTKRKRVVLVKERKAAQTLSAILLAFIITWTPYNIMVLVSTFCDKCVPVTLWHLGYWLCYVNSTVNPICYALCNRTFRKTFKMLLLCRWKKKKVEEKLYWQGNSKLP
CHRM5 PAM = human M5 muscarinic receptor positive allosteric modulators, primary screen, CHO-K1 cells, Fluo-8 calcium fluorescence | CHO-K1 hM5, ACh EC20 PAM; 0% = ACh EC20, 100% = ACh EC100 | activation, % at 3 µM | Muscarinic acetylcholine receptor M5 (Homo sapiens), P08912 | 360,000 tested, 0.3% active;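 active = activation above the run cutoff, the mean activation of all test compounds plus 3 SD, cut at about 18% in these data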
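Measured by: Fluo-8 calcium fluorescence; material: human M5 receptor in CHO-K1 cells; schedule: Post-acetylcholine fluorescence recording 140 s; benchmarks: low control EC20 acetylcholine (0%), high control EC100 acetylcholine (100%); read-out: Max/basal fluorescence ratio as % of EC20–EC100 ACh window; compound: single dose, 3 µM nominal final test concentration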
CHRM4 antagonist = human M4 muscarinic receptor antagonists, primary screen, CHO cells, Fluo-8 calcium fluorescence | Muscarinic acetylcholine receptor M4 (Homo sapiens), P08173 | CHO-hM4 cells, ACh EC80 | inhibition, % at 3 µM | 360,000 tested, 0.73% active;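 active = inhibition above its plate's cutoff, the mean inhibition of sample wells plus 3 SD, cut at about 27% in these data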;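 also: 0% = acetylcholine EC80 with DMSO and 100% = DMSO without agonist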
M4 ag = human M4 muscarinic receptor agonists, primary screen, CHO-K1 cells, Fluo-8 calcium fluorescence. CHO-K1 hM4/Gqi5; vehicle 0%, full acetylcholine response 100%. activation, % at 3 µM. 360,000 tested, 0.14% active;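 active = activation above the run mean over all test wells plus 3 SD, cut at about 32% in these data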;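 also: peak over basal fluorescence ratio per well then scaled between controls; 0% = DMSO wells and 100% = acetylcholine at EC100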
CHO-K1 Ca PAM = nonselective calcium activators in parental CHO-K1 cells, primary screen, counter-screen for M1 PAM project, cell-based, Fluo-8 calcium fluorescence, full deck, 1536-well. ATP EC20; 0% at ATP EC20, 100% at ATP max. activation, % at 3 µM. 360,000 tested, 0.02% active;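 active = activation above the run cutoff, the mean activation of all test compounds plus 3 SD, cut at about 40% in these data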;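 also: peak over basal fluorescence ratio in a 140 s read after ATP addition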
M5 antag = human M5 muscarinic receptor antagonists, primary screen, CHO cells, Fluo-8 calcium fluorescence; Muscarinic acetylcholine receptor M5 (Homo sapiens), P08912; CHO-hM5 cells, ACh EC80; inhibition, % at 3 µM; 360,000 tested, 0.59% active; AID 624040, 2012;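 active = inhibition above a per-plate cutoff, the mean of that plate's test compounds plus 3 SD, cut at about 27% in these data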;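 also: 0% = acetylcholine EC80 with DMSO and 100% = DMSO without agonist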
* = called active by the depositor; / = not tested or not shown.

SMILES	CHO-K1 Ca antag	CHRM4 PAM	CHO-K1 Ca ag	M5 ag	CHRM5 PAM	CHRM4 antagonist	M4 ag	CHO-K1 Ca PAM	M5 antag
O=C(NCc1ccccc1)Nc1cccn(Cc2ccc(F)cc2)c1=O	-8	-3	0.6	3	2	3	2	6	3
CC1CCCCN1CCCNC(=O)Cn1c(=O)c2cccn2c2ccccc21 (configuration not stated)	-10	-9	0.0	-4	-2	-4	0	1	4
COC(=O)[C@@]12C[C@@H](CC(=O)N3CCN(C(=O)C4CC4)CC3)C(=O)N(Cc3ccco3)C1=CCC(C)(C)C2	/	7	/	-1	-2	-8	2	/	-2
CCN(CC)CCNC(=O)c1ccc(NC(=O)C2CCN(c3ncnc4sc(C)c(C)c34)CC2)cc1	19	8	-0.1	-7	-4	58*	80*	-19	2
C[C@H]1Cn2cnc(C(=O)NCc3ccc(CNC(=O)OC(C)(C)C)cc3)c2C(=O)N1	-9	0	0.2	1	9	6	1	12	-7
CCn1c(SCC(=O)Nc2ccccc2C(=O)OC)nnc1-c1ccc(N)cc1	-10	12	0.7	-1	1	-3	0	21	1
CC(C)(C)NC(=O)c1cccnc1Sc1ccccc1	-12	5	0.9	-3	2	-3	1	7	5
CC(=O)Nc1ccc(NC(=O)CSc2nnc(NC(=O)C3CC(=O)N(c4ccc(F)cc4)C3)s2)cc1 (configuration not stated)	-8	-1	0.9	0	4	11	1	4	3
CCOc1ccccc1N1CCN(CC(=O)NCCc2ccc(S(N)(=O)=O)cc2)CC1	-4	-3	-0.2	-3	4	-11	1	13	-27
CC(=O)Nc1cc(C(=O)N2CCCC2)ccc1Sc1ccc(Cl)cc1	-8	1	0.3	3	4	-14	0	8	-4
CN1CCCC(C)(C(=O)Nc2cccc(Oc3ccccc3)c2)C1 (configuration not stated)	-12	-2	0.7	-2	-5	1	1	3	6
COc1ccccc1C(c1nnnn1C(C)(C)C)N1CCN(Cc2ccncc2)CC1 (configuration not stated)	3	1	0.1	1	-2	-5	0	-6	-7
N/C(Cc1cccs1)=N\OC(=O)COc1ccccc1Cl	0	-2	-0.1	-9	-1	4	-1	-5	-2
CC(C)=NN1C(c2nonc2N)=NOC1(C)C	11	-7	-0.4	4	3	14	0	-5	-3
O=C(CCn1cnnn1)N1CCCC(Nc2ccc(F)cc2)C1 (configuration not stated)	-4	11	0.2	-6	-2	-17	1	14	5
O=C(c1cc2ccccc2o1)N1CCN(Cc2ccccc2)CC1	-2	8	0.2	-4	2	-2	2	3	-2
NC(=O)C1Cc2ccccc2CN1S(=O)(=O)c1cccs1 (configuration not stated)	-16	5	0.0	-5	-3	-11	1	20	17
CC1CC(C)CN(C(=O)c2ccc(NC(=O)c3ccc(=O)[nH]c3)cc2)C1 (configuration not stated)	18	1	0.3	2	-2	-1	0	-9	-1
CCOC(=O)N1CCC(N2C(=O)c3ccc(C(=O)Nc4cccc(OC)c4)cc3C2=O)CC1	-12	9	0.6	-4	1	-11	2	0	13
CN(C)c1ccc(C(c2nnnn2C(C)(C)C)N2CCN(C(=O)c3ccco3)CC2)cc1 (configuration not stated)	-10	3	0.4	-4	1	0	0	20	-3
O=C1CC(N2CCN(Cc3ccc4c(c3)OCO4)CC2)C(=O)N1c1ccccc1 (configuration not stated)	-18	2	1.6	-7	0	4	1	23	11
Cc1nc2ccccn2c1C(=O)C(=O)Nc1cc(F)ccc1F	-13	8	1.6	0	1	-9	3	1	12
Cc1cccc(C)c1N/C=C/c1onc(C)c1[N+](=O)[O-]	4	1	-0.4	2	-6	-1	0	13	5
CC(O)c1nc2ccccc2n1CC(=O)N1CCN(c2ccccc2)CC1 (configuration not stated)	-8	-3	0.6	2	-1	-6	1	4	15
Cc1ncc(CO)c2c1Oc1nc(-c3ccccc3F)nc(SCC(=O)N(C)c3ccccc3)c1C2	7	-6	4.6	5	-12	14	17	-9	9

Entries of single compounds as entered above. Order of values: CHO-K1 Ca antag	CHRM4 PAM	CHO-K1 Ca ag	M5 ag	CHRM5 PAM	CHRM4 antagonist	M4 ag	CHO-K1 Ca PAM	M5 antag
CC(C)(C)NC(=O)c1cccnc1Sc1ccccc1 in the list: -12	5	0.9	-3	2	-3	1	7	5
COc1ccccc1C(c1nnnn1C(C)(C)C)N1CCN(Cc2ccncc2)CC1 (configuration not stated) in the list: 3	1	0.1	1	-2	-5	0	-6	-7
O=C(c1cc2ccccc2o1)N1CCN(Cc2ccccc2)CC1 in the list: -2	8	0.2	-4	2	-2	2	3	-2

The main list resumes; the 4 compounds before the break are reprinted first.
SMILES	CHO-K1 Ca antag	CHRM4 PAM	CHO-K1 Ca ag	M5 ag	CHRM5 PAM	CHRM4 antagonist	M4 ag	CHO-K1 Ca PAM	M5 antag
Cc1nc2ccccn2c1C(=O)C(=O)Nc1cc(F)ccc1F	-13	8	1.6	0	1	-9	3	1	12
Cc1cccc(C)c1N/C=C/c1onc(C)c1[N+](=O)[O-]	4	1	-0.4	2	-6	-1	0	13	5
CC(O)c1nc2ccccc2n1CC(=O)N1CCN(c2ccccc2)CC1 (configuration not stated)	-8	-3	0.6	2	-1	-6	1	4	15
Cc1ncc(CO)c2c1Oc1nc(-c3ccccc3F)nc(SCC(=O)N(C)c3ccccc3)c1C2	7	-6	4.6	5	-12	14	17	-9	9
Cc1ccc(S(=O)(=O)NCCC(=O)N2CCCCCCC2)cc1	-12	3	0.3	4	-3	-9	1	-6	-1
CC[C@@H]1C(=O)[C@H](Cc2ccccc2)[C@H]2CCCC(=O)N3CC[C@@H]1[C@@H]23	-11	11	0.5	-1	11	3	1	7	2
COc1cc(C(=O)NNC(=O)c2ccccc2Br)ccc1OCC(=O)N1CCOCC1	19	8	0.2	4	0	-12	0	-14	3
O=C(c1ccccc1)N1CCCC(C(=O)N2CCc3ccccc3C2)C1 (configuration not stated)	-5	-5	0.3	-1	1	3	0	13	5
CCN(CC(=O)Nc1c(F)cccc1F)C(=O)c1ccc(S(=O)(=O)N(CC)c2ccccc2)cc1	-11	-7	4.7	2	-14	-8	12	-5	1
COc1cc(/C=N/NC(=O)c2cc(C)oc2C)ccc1O	2	-1	11	-1	8	7	1	-3	-4
Cc1cccc(N2CCN(C(=O)CSc3ccc4c(c3)OCCO4)CC2)c1C	-25	7	5.2	-4	-7	-5	7	19	4
O=[N+]([O-])c1ccc(CN2CCN(c3ccc(Cl)cc3)CC2)o1	3	-5	0.5	-2	7	7	0	1	0
O=C(O)c1ccccc1-c1ccccc1C(=O)Nc1ccc(OC(F)(F)F)cc1	17	-3	0.1	1	-2	0	0	-23	17
CCC(c1nnnn1C(C)(C)C)N1CCN(C2CCCC2)CC1 (configuration not stated)	-18	5	1.3	-5	5	-7	1	23	-7
Clc1cccc(Nc2ncnc3c2cnn3-c2ccccc2)c1	8	-6	0.1	0	-8	7	5	4	2
CCC(C)(C)NC(=O)C(c1ccc(OC)cc1)N(Cc1cccs1)C(=O)CCC(=O)Nc1cc(C)on1 (configuration not stated)	0	1	-0.2	-6	-3	-6	1	4	-5
COc1ccccc1CNC(=O)c1cc(-c2ccc(F)cc2C)n[nH]1	-5	-1	-0.1	1	7	4	-1	11	-2
N#Cc1cnc(SCCc2ccccc2)nc1N	-4	-2	0.1	-11	-17	2	1	7	-4
O=C(NN1C(=O)/C(=C/c2cccs2)SC1=S)c1ccccc1	-6	1	0.0	-1	-5	1	-1	15	5
COc1ccccc1N1CCN(C(=O)CSc2nnc(NC(=O)C3CCC3)s2)CC1	-5	6	0.1	1	3	5	1	10	-6
Fc1cccc(NC(=S)NCCc2ccccc2)c1	11	-4	4.8	2	-7	-1	5	6	5
COc1ccc(C2C(C#N)=C(N)Oc3cc(O)ccc32)cc1Cl (configuration not stated)	-4	-2	0.8	1	2	8	2	-10	5
CN(C)S(=O)(=O)c1cccc(C(=O)Nc2ccc(Cl)cn2)c1	-8	4	4.8	7	0	-7	5	7	0
C=CCNC(=O)CN(Cc1ccccc1)S(=O)(=O)c1ccc(C)cc1	-1	2	-0.5	-1	-9	-2	1	-25	-9
CCOC(=O)C1CCCN(C(=O)/C=C/c2cccc([N+](=O)[O-])c2)C1 (configuration not stated)	-11	-3	2.0	0	-3	7	2	6	-6
O=C1CN(S(=O)(=O)c2ccccc2)CCN1	-4	4	0.9	4	6	-11	1	9	-6
CC(=O)c1cccc(N(C(=O)CS(=O)CC(=O)Nc2ccc(F)cc2)C(C(=O)NC2CCCCC2)c2ccc(C)o2)c1 (configuration not stated)	10	10	-0.1	-1	5	-2	0	-7	2
COc1ccccc1N1CCN(C(CNS(=O)(=O)c2ccc(C)cc2)c2cccnc2)CC1 (configuration not stated)	-2	-3	-0.2	-7	0	-4	1	10	1
CCOC(=O)C1CCCN(C(=O)c2ccc3oc(Cc4ccccc4)nc3c2)C1 (configuration not stated)	4	-3	3.7	-2	0	-9	4	-1	1
COc1ccc([N+](=O)[O-])cc1N(CC1CO1)S(=O)(=O)c1ccc(C)cc1 (configuration not stated)	0	-6	3.0	1	-8	0	6	6	-1
O=C(NCc1cccnc1)/C(=C/c1ccccc1)NC(=O)c1ccccc1	-4	0	0.3	3	-7	-6	3	-16	5
CCCCn1c(SCC(=O)Nc2cccc(OC)c2)nc2ccc(N3CCOCC3)cc2c1=O	-5	-10	0.4	0	-2	12	0	13	2
CC1(C)Cc2ccccc2C(N/N=C/c2ccc(Cl)cc2)=N1	12	0	-0.3	0	0	-3	-2	-14	3
N#Cc1ccc(OCC(=O)OCC(=O)NCCC2=CCCCC2)cc1	-5	-1	1.5	-1	-6	-1	1	8	5

Copied from the results shown, three compounds:
SMILES	CHO-K1 Ca antag	CHRM4 PAM	CHO-K1 Ca ag	M5 ag	CHRM5 PAM	CHRM4 antagonist	M4 ag	CHO-K1 Ca PAM	M5 antag
Cc1ccc(S(=O)(=O)NCCC(=O)N2CCCCCCC2)cc1	-12	3	0.3	4	-3	-9	1	-6	-1
CC[C@@H]1C(=O)[C@H](Cc2ccccc2)[C@H]2CCCC(=O)N3CC[C@@H]1[C@@H]23	-11	11	0.5	-1	11	3	1	7	2
COc1cc(C(=O)NNC(=O)c2ccccc2Br)ccc1OCC(=O)N1CCOCC1	19	8	0.2	4	0	-12	0	-14	3

Screens deposited in PubChem by The Scripps Research Institute Molecular Screening Center.

No enrichment for hits; overall some 2.7% were active at least once.
